LMNA splice mod = LMNA splicing modulation | HeLa LMNA splicing GFP/RFP minigene ratio, 48 h | Potency, µM (doses to about 46.1 µM), without a hit: at the highest dose ratio change, negative = inhibition, most hits filed as inhibitors | 0.01% of 200,000 active | AID 1487; active = well fitted inhibition curve with a large enough effect in the signal ratio, with a control signal flat, not every such curve was filed as active; inconclusive = small, poorly fitted or top-dose-only effect, or effect the other way, or a change in a side signal; the % refers to the signal ratio
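Read-out is the ratio of GFP to DsRed2 object intensity, acquired by 488 nm laser-scanning cytometry on HeLa lamin A-EGFP minigene reporter cells. Compound incubation 48 hrs at 37 °C in Opti-MEM with 2% FBS; DMSO 0.5% final.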
An asterisk follows results filed as active; [ ] = remark or other dose. % is set by controls: 0 for no effect and ±100 for the full control effect; potency is the fitted concentration of half-maximal effect. Some of the compounds tested; count on the stated rates, not on these rows.

What do the screens show for `Cc1ccc(CNC(=O)c2ccc(N3CCCC3)c(NC(=O)Nc3ccc(C)cc3)c2)cc1`?
LMNA splice mod: inconclusive

What do the screens show for `COc1ccc(-c2cn3c(n2)sc2cc(C(=O)NC4CCCCC4)ccc23)cc1`?
LMNA splice mod: inconclusive

How did Cc1c(C(=O)Nc2cccc(-c3nc4ccccc4s3)c2)oc2ccccc12 do in these assays?
LMNA splice mod: 8%[46 µM]

Results for CCc1ccccc1NC(=O)c1cc(S(=O)(=O)N2CCCc3ccccc32)ccc1F ?
LMNA splice mod: 2%[46 µM]

Results for COc1cc(NC(=O)CN2CCN(c3ccc(F)cc3)CC2)cc(OC)c1 ?
LMNA splice mod: inconclusive

Results for N#C/C(=C\c1ccc(O)cc1)C(=O)NCC1CCCO1 (stereo unspecified) ?
LMNA splice mod: 18%[46 µM]

How did Cc1ccc(-c2nc(Cn3c(SCc4ccc(F)cc4)nc4cccnc43)c(C)o2)cc1 do in these assays?
LMNA splice mod: inconclusive

Results for CC(C)(C)OC(=O)N1CCC(c2c(C(=O)N3CCOCC3)cnn2-c2ccccc2Cl)CC1 ?
LMNA splice mod: 4%[46 µM]

Results for COc1ccc(CCNC(=O)C(=O)NCC(c2cccnc2)N2CCN(c3ccccc3)CC2)cc1 (stereo unspecified) ?
LMNA splice mod: -6%[46 µM]

What do the screens show for `CCN1CCC(N(Cc2ccc(F)cc2)C(=O)Nc2cccc(C(F)(F)F)c2)CC1`?
LMNA splice mod: -3%[46 µM]

Seven compounds already listed, arranged by number of heavy atoms, high to low:
Results for CC(C)(C)OC(=O)N1CCC(c2c(C(=O)N3CCOCC3)cnn2-c2ccccc2Cl)CC1 ?
LMNA splice mod: 4%[46 µM]

How did Cc1ccc(-c2nc(Cn3c(SCc4ccc(F)cc4)nc4cccnc43)c(C)o2)cc1 do in these assays?
LMNA splice mod: inconclusive

Results for CCc1ccccc1NC(=O)c1cc(S(=O)(=O)N2CCCc3ccccc32)ccc1F ?
LMNA splice mod: 2%[46 µM]

What do the screens show for `COc1ccc(-c2cn3c(n2)sc2cc(C(=O)NC4CCCCC4)ccc23)cc1`?
LMNA splice mod: inconclusive

How did Cc1c(C(=O)Nc2cccc(-c3nc4ccccc4s3)c2)oc2ccccc12 do in these assays?
LMNA splice mod: 8%[46 µM]

Results for COc1cc(NC(=O)CN2CCN(c3ccc(F)cc3)CC2)cc(OC)c1 ?
LMNA splice mod: inconclusive

Results for N#C/C(=C\c1ccc(O)cc1)C(=O)NCC1CCCO1 (stereo unspecified) ?
LMNA splice mod: 18%[46 µM]

Continued:
Results for COc1ccc(CCNc2ncnc3c2cnn3-c2cc(Cl)ccc2C)cc1 ?
LMNA splice mod: inconclusive

What do the screens show for `CCc1ccccc1NC(=O)Cc1ccc(NC(=O)N2CCCCc3ccccc32)cc1`?
LMNA splice mod: 12%[46 µM]

What do the screens show for `COc1cc(C(=O)NCCc2sc(-c3cccc(F)c3)nc2C)cc(OC)c1OC`?
LMNA splice mod: 5%[46 µM]

How did Cc1ccc(S(=O)(=O)CCC(=O)N2CCN(c3nc4c(C)c(C)ccc4s3)CC2)cc1 do in these assays?
LMNA splice mod: 17%[46 µM]

Results for Cc1ccc(NC(=O)Cn2nc3c(cc2=O)CCCC3)cc1Cl ?
LMNA splice mod: -18%[46 µM]

Results for Cc1cc(C)c(NC(=O)CN2C(=O)CCn3nc(-c4cccn4C)cc32)c(C)c1 ?
LMNA splice mod: -19%[46 µM]

What do the screens show for `COc1ccc(CC(=O)NCCc2csc(-c3ccc(Cl)cc3)n2)cc1`?
LMNA splice mod: -7%[46 µM]

How did CC(=O)N1CCCc2cc(S(=O)(=O)N3CCCC(C(=O)N4CCN(c5cc(C)ccc5C)CC4)C3)ccc21 (stereo unspecified) do in these assays?
LMNA splice mod: inconclusive

Results for COc1cccc2c1Oc1ncccc1N(C(=O)Nc1cccc(Cl)c1)C2 ?
LMNA splice mod: 19%[46 µM]

How did COc1ccc(NC(=O)c2cnn(-c3ccc(C)c(C)c3)c2C2CCNCC2)cc1OC do in these assays?
LMNA splice mod: -10%[46 µM]

Results for CCCCN(CC)CCNC(=O)CCn1cnc2onc(-c3ccc(F)cc3)c2c1=O ?
LMNA splice mod: inconclusive

Results for CCOC(=O)c1ccc(NC(=O)CSc2nnc(-c3ccncc3)n2-c2ccccc2)cc1 ?
LMNA splice mod: inconclusive

How did Cc1ccc(NC(=O)C(=O)NCC(c2cccnc2)N2CCN(C)CC2)cc1 (stereo unspecified) do in these assays?
LMNA splice mod: inconclusive

How did O=C(CSc1nc(=O)n(Cc2ccco2)c2c1CCC2)NCc1ccc(F)cc1 do in these assays?
LMNA splice mod: inconclusive

Results for O=C(COc1ccc(F)cc1)OCc1cc(=O)n2nc(C3CCCCC3)sc2n1 ?
LMNA splice mod: inconclusive

What do the screens show for `CC(C)Cc1ccc(S(=O)(=O)N2CCC(c3ccncc3)CC2)cc1`?
LMNA splice mod: -1%[46 µM]

Results for Cc1cccc(CN2CCC(CNC(=O)Cn3ncc4c([nH]c5ccc(C)cc54)c3=O)CC2)c1 ?
LMNA splice mod: -5%[46 µM]

How did O=C(Cn1cnc(S(=O)(=O)N2CCCC2)c1)Nc1ccc(OC(F)(F)F)cc1 do in these assays?
LMNA splice mod: -13%[46 µM]

How did COc1ccc(N2CC(NC(=O)c3ccco3)CC2=O)cc1OC (stereo unspecified) do in these assays?
LMNA splice mod: -12%[46 µM]

How did CCOc1ccc(NC(=O)c2c(Nc3ccccc3C)sc(C(=O)c3ccccc3)c2N)cc1 do in these assays?
LMNA splice mod: inconclusive

Results for Cc1cccc(NC(=O)c2sc3nc(-c4ccccc4)cn3c2C)c1C ?
LMNA splice mod: inconclusive

Results for COc1ccc(C(=O)Nc2ccc3oc(-c4ccc(OC)cc4)nc3c2)cc1 ?
LMNA splice mod: 2%[46 µM]

Results for CCOc1ccc(NC(=O)NC(C)c2c(-n3cccc3)sc3c2CCN(CC)C3)cc1 (stereo unspecified) ?
LMNA splice mod: -3%[46 µM]

How did Cc1c(Cl)cccc1NC(=O)Cn1c(=O)nc(-c2ccccc2)c2ccccc21 do in these assays?
LMNA splice mod: 4%[46 µM]

How did COc1ccc(NC(=O)c2nnn(CC(=O)Nc3cccc(C)c3C)c2N)c(OC)c1 do in these assays?
LMNA splice mod: 9%[46 µM]

What do the screens show for `COc1ccc(C2c3cccn3CCN2S(=O)(=O)c2ccccc2[N+](=O)[O-])cc1OC` (stereo unspecified)?
LMNA splice mod: 5%[46 µM]

What do the screens show for `COC(=O)C1CCN(C(c2ccccc2Cl)c2sc3nc(-c4ccco4)nn3c2O)CC1` (stereo unspecified)?
LMNA splice mod: -11%[46 µM]

How did CCc1ccc(-c2nn(CC(=O)NC3CCCCC3)c3c2cnc2ccc(C)cc23)cc1 do in these assays?
LMNA splice mod: -9%[46 µM]

Results for O=C(Nc1ccc2nc(SCCOc3ccccc3Cl)sc2c1)c1ccco1 ?
LMNA splice mod: 2%[46 µM]

Results for Cc1cc(F)ccc1NC(=O)Cn1c(=O)ccc2cc(S(=O)(=O)N3CCC(C)CC3)ccc21 ?
LMNA splice mod: inconclusive

How did CCOC(=O)CNc1ncnc2c1nnn2C do in these assays?
LMNA splice mod: 15%[46 µM]

What do the screens show for `COc1ccc(OC)c(NC(=O)c2c(NCc3cccs3)sc3c2CCCC3)c1`?
LMNA splice mod: inconclusive

What do the screens show for `CCc1ccccc1NC(=O)NCc1ccc2c(c1)CCN2C(=O)c1ccccc1`?
LMNA splice mod: -11%[46 µM]

Results for Cc1ccc(C)c(Cn2c(=O)cc(C(F)(F)F)c3c(C)nn(C)c32)c1 ?
LMNA splice mod: inconclusive

How did CC(C)c1nc2ccc(C(=O)NC(C)c3ccccc3)cc2o1 (stereo unspecified) do in these assays?
LMNA splice mod: 15%[46 µM]

What do the screens show for `COc1ccc(OCCn2c(C)nc3cc(C)c(C)cc32)cc1`?
LMNA splice mod: 2%[46 µM]

How did COc1ccc(OC)c(-c2nc(C(N)=O)c3c(n2)n(-c2ccc4c(c2)OCO4)c(=O)n3C)c1 do in these assays?
LMNA splice mod: inconclusive

How did Cc1ccc(Cl)cc1NC(=O)C(=O)NCCc1sc(-c2ccc(F)cc2)nc1C do in these assays?
LMNA splice mod: inconclusive

What do the screens show for `O=C(NCC(c1cccnc1)N1CCc2ccccc2C1)C(=O)Nc1ccc(F)cc1F` (stereo unspecified)?
LMNA splice mod: 12%[46 µM]

How did O=C(COc1ccccc1)NCCc1csc(-c2cccc(F)c2)n1 do in these assays?
LMNA splice mod: 5%[46 µM]

What do the screens show for `CC1CN(C(=O)N2CCC(C(=O)NCCC3=CCCCC3)CC2)c2cc(Cl)ccc2O1` (stereo unspecified)?
LMNA splice mod: -18%[46 µM]

Results for Cc1cc(C(=O)NCCc2ccc(Cl)cc2)c2c(C)nn(-c3cccc(F)c3)c2n1 ?
LMNA splice mod: 14%[46 µM]

Results for CCSc1nc2n(n1)C(c1ccc(CC)cc1)C(C(=O)Nc1ccccc1OC)=C(C)N2 (stereo unspecified) ?
LMNA splice mod: 12%[46 µM]

Results for COc1ccccc1-c1nnc(SCC(=O)Nc2ccccc2F)o1 ?
LMNA splice mod: inconclusive

How did CCOC(=O)c1c(C)[nH]c(CCC(=O)Nc2c(C)cccc2CC)c1C do in these assays?
LMNA splice mod: -8%[46 µM]

How did COc1ccc(CNC(=O)c2ccc(CNS(=O)(=O)c3ccc(F)cc3)cc2)cc1 do in these assays?
LMNA splice mod: 24%[46 µM]

What do the screens show for `COc1ccc(CCNC(=O)c2cnn(-c3ccc(F)cc3)c2C2CCN(C(=O)OC(C)(C)C)CC2)cc1OC`?
LMNA splice mod: -4%[46 µM]

How did COC(=O)c1c(NC(=O)CS(=O)(=O)c2ccc(C)cc2)sc2c1CCCC2 do in these assays?
LMNA splice mod: 6%[46 µM]

How did COc1ccc(C(=O)NCC(c2cccnc2)N2CCc3ccccc3C2)cc1 (stereo unspecified) do in these assays?
LMNA splice mod: inconclusive

What do the screens show for `COc1cc(CN(C(=O)COc2ccc(F)cc2)c2ccccn2)cc(OC)c1OC`?
LMNA splice mod: 1%[46 µM]

What do the screens show for `CC(C)CC(=O)Nc1nnc(S(=O)(=O)N(C)c2ccc(Cl)cc2)s1`?
LMNA splice mod: inconclusive

How did Cc1cccc(NC(=O)c2sc(-n3nc(C)c(CCC(C)C)c3C)nc2C)c1C do in these assays?
LMNA splice mod: 11%[46 µM]

Results for CN(C)c1ccc(CNC(=O)c2ccccc2NC(=O)c2nsc3ccccc23)cc1 ?
LMNA splice mod: 2%[46 µM]

How did Cc1cc(C)cc(-n2ccn(CC(=O)c3ccc(F)cc3)c(=O)c2=O)c1 do in these assays?
LMNA splice mod: 4%[46 µM]

Results for COc1cc(C2C(=O)N(C3CCCCC3)CC(=O)N2CCC2=CCCCC2)ccc1OC(C)C (stereo unspecified) ?
LMNA splice mod: inconclusive

What do the screens show for `O=C(c1c2c(nc3ccccc13)C(=O)N(C1CCCCC1)C2)N1CCN(c2ccc(F)cc2)CC1`?
LMNA splice mod: -20%[46 µM]

Results for COc1ccccc1Nc1ncnc2scc(-c3ccc(F)cc3)c12 ?
LMNA splice mod: -12%[46 µM]

Results for Cc1cc(C)cc(NC(=O)CSc2c(C(C)C)cnc3c2c(=O)n(C)c(=O)n3C)c1 ?
LMNA splice mod: inconclusive

How did CCN(CC)S(=O)(=O)c1ccc(N2CCCCS2(=O)=O)cc1 do in these assays?
LMNA splice mod: 10%[46 µM]

Results for Cc1ccc(-n2nc(C)c3nc(CCC(=O)Nc4cccc(C)c4C)c(=O)n(C)c32)cc1 ?
LMNA splice mod: 9%[46 µM]

How did COc1ccc(Cl)cc1NC(=O)c1c(NCc2cccnc2)sc2c1CCCC2 do in these assays?
LMNA splice mod: inconclusive

What do the screens show for `COc1ccc(OC)c(NC(=O)CSc2nnc3ccc4ccccc4n23)c1`?
LMNA splice mod: 10%[46 µM]

How did CCOc1cc(-c2nnc(SCC(=O)NC3CCCC3)nc2-c2ccc(OC)c(OCC)c2)ccc1OC do in these assays?
LMNA splice mod: 8%[46 µM]

Results for CC(=O)Nc1cc(C(=O)NCc2ccc(F)cc2)ccc1S(=O)(=O)c1ccc(C)cc1 ?
LMNA splice mod: 4%[46 µM]

How did COc1ccc(OC)c(NC(=O)N2CCN(S(=O)(=O)c3ccc4c(ccn4C)c3)CC2)c1 do in these assays?
LMNA splice mod: -14%[46 µM]

How did CCOC(=O)c1noc2ncn(CC(=O)Nc3cc(Cl)ccc3OC)c(=O)c12 do in these assays?
LMNA splice mod: 8%[46 µM]

What do the screens show for `O=C(NCc1ccccc1Cl)C1CCN(c2ncnc3c2nc2n3CCCCC2)CC1`?
LMNA splice mod: -11%[46 µM]

How did COc1ccc(CNC(=O)CN2C(=O)COc3ccc(S(=O)(=O)NC4CCCC4)cc32)cc1 do in these assays?
LMNA splice mod: -9%[46 µM]

What do the screens show for `Cc1cccc(S(=O)(=O)c2cn(Cc3ccccc3)c3cc(N4CCC(C)CC4)c(F)cc3c2=O)c1`?
LMNA splice mod: 5%[46 µM]

What do the screens show for `O=C(NCCS(=O)(=O)N1CCN(c2ccc(F)cc2)CC1)c1ccccc1Br`?
LMNA splice mod: -8%[46 µM]

How did Cc1ccc2scc(N3CCc4ccccc4C3)c(=O)c2c1 do in these assays?
LMNA splice mod: -17%[46 µM]
